Mtb RmlCD inh: M. tuberculosis RmlC/RmlD inhibition; inhibition, % at 3.6 µM; 160,000 compounds, 0.03% hits; P9WH09+P9WH11; RmlC+RmlD coupled enzyme assay, percent inhibition; primary screen in compound mixtures; AID 1533; in the data active = inhibition mostly above about 34%, no sharp cut-off; inconclusive = no clear call, values can overlap the other calls; inactive = mostly below about 22%; note: some results filed as inactive read as strong as hits
Target sequence (P9WH09 whole entry, looked up): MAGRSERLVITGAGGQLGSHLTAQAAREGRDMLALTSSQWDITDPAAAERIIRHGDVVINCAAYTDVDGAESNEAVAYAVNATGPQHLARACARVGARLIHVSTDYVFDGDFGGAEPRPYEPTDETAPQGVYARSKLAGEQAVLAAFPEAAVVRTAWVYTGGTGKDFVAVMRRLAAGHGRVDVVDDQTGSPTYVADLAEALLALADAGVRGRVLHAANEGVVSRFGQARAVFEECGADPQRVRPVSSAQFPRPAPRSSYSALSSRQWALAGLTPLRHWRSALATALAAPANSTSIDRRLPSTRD
Target sequence (P9WH11 whole entry, looked up): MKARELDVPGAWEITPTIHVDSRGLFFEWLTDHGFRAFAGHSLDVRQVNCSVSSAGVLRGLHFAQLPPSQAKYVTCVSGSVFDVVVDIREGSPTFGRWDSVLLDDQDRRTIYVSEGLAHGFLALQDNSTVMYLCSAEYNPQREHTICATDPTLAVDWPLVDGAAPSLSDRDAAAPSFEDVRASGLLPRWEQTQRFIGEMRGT
GlmU inhibition: inhibition of mycobacterial GlmU enzyme – biochemical, glucosamine-1-phosphate acetyltransferase (AID 1376) | M. tuberculosis GlmU acetyltransferase enzyme assay; higher % means a stronger effect | one-dose inhibition, %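 (tested at 30 µM in the primary screen)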; IC50 in µM for titrated hits | 220,000 compounds, 0.25% hits; in the data active = inhibition above about 13%; inconclusive = no clear call, values can overlap the other calls;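 note: 0% = complete reaction with vehicle and 100% = reaction without substrate; strong numbers were not always called active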
The depositor's hits bear a star; ? = inconclusive; / = no result given.

Second line of a record: Mtb RmlCD inh, GlmU inhibition
Cc1nn(Cc2cccc(F)c2)c(C)c1NC(=O)c1c(Cl)cnn1C
→ 8, -6.6%
Cc1cc(C)c(C)c(S(=O)(=O)NCc2ccc(C(=O)N3CCCCC3)cc2)c1C
→ /, -0.8%
Cc1cc(C(=O)CSc2nnnn2-c2ccccc2)c(C)n1CC1CCCO1 (stereo not drawn)
→ /, 1.6%
O=C(Nc1ccc2c(c1)OCCO2)c1oc2ccccc2c1NC(=O)C1CC1
→ -10, 2.7%
COC(=O)C1=C(NC(=O)c2ccccc2C)CCS1
→ 9, -0.6%
O=C(Nc1ccc2c(c1)OCCO2)N1CCN(c2ccccc2)CC1
→ 15, -6.2%
COCC(C)n1c(SCC(=O)NCCC2=CCCCC2)nc2ccccc2c1=O (stereo not drawn)
→ 9, 1.5%
CCc1nc(N2CCN(S(C)(=O)=O)CC2)c2c3c(sc2n1)CCCC3
→ -8, -2.1%
CCC(OC(=O)C(NC(=O)c1ccccc1)c1ccccc1)C(=O)Nc1cc(C)on1 (stereo not drawn)
→ 18, 0.1%
CC(C)=CC(=O)NCCc1ccccc1
→ /, 0.4%
COc1ccc(S(=O)(=O)N2CCC(c3cc(-c4cccc5ccccc45)n[nH]3)CC2)cc1
→ /, -5.2%
CC(=O)NC(C)C12CC3CC(CC(CC(=O)O)(C3)C1)C2 (stereo not drawn)
→ /, 5.1%
Cn1cnc2c(=O)[nH]cc([N+](=O)[O-])c21
→ -15, 3.2%
CCCCSc1nc2[nH]ncc2c(=O)[nH]1
→ -12, 3.5%
CCOC(=O)c1c(C)nc2c(c(SC)nn2-c2ccccc2)c1N
→ /, -9.0%
Cc1cc(C)cc(NC(=S)/C(=C(\[O-])c2ccc(Cl)s2)[n+]2cccc(C)c2)c1
→ /, -0.3%
Cc1ccc(S(=O)(=O)N(C)c2cc(S(=O)(=O)N3CCC(C)CC3)c(C)cc2C)cc1
→ 8, 6.8%
Cc1cc2c(OCC(O)CNC(C)(C)C)cccc2[nH]1 (stereo not drawn)
→ /, 6.2%
Nc1nnc(SCC(=O)OCC(=O)c2ccccc2)s1
→ -6, -3.0%
COc1cc(OC)cc(C(=O)N[C@H](C(=O)NC23CC4CC(CC(C4)C2)C3)C(C)C)c1
→ /, 0.8%
Cc1nn(C)cc1CNC(=O)/C=C/c1cnn(C)c1
→ -8, 7.0%
CC1CN(c2nnc(NC(=O)c3ccccc3)s2)CC(C)O1 (stereo not drawn)
→ 9, -1.8%
O=C(Cc1ccccc1)N1CCN=C1SCc1ccc([N+](=O)[O-])cc1
→ -12, 0.8%
Cc1ccc(C)c(N2CCN(C(=O)C34CC5CC(C3)CC(n3nnc(C)n3)(C5)C4)CC2)c1
→ 1, 3.9%
N#C/C(=C\C=C\c1ccccc1)c1nc(-c2ccc3c(c2)OCO3)cs1
→ 3, -8.2%
COc1ccc(OCC(=O)N/N=C(\CCC(=O)O)c2cccs2)cc1
→ 4, -0.3%
Cn1ncc2cc(NC(=S)NC(=O)c3ccccc3)ccc21
→ 39, -2.0%
Clc1ccc(C2[C@H]3CN(Cc4cccnc4)[C@H](c4ccccc4)C34CC2(c2cccnc2)C4)cn1 (stereo partly drawn)
→ /, 1.1%
CCOC(=O)CN1C(=O)C2Cc3ccccc3CN2C1=S (stereo not drawn)
→ 5, 0.4%
CCCNC(=O)N1c2ccccc2Sc2ccccc21
→ -3, 1.6%

Taken from the entries so far for reference:
Second line of a record: Mtb RmlCD inh, GlmU inhibition
CCCCSc1nc2[nH]ncc2c(=O)[nH]1
→ -12, 3.5%
CCOC(=O)c1c(C)nc2c(c(SC)nn2-c2ccccc2)c1N
→ /, -9.0%
Cc1cc(C)cc(NC(=S)/C(=C(\[O-])c2ccc(Cl)s2)[n+]2cccc(C)c2)c1
→ /, -0.3%
Cc1ccc(S(=O)(=O)N(C)c2cc(S(=O)(=O)N3CCC(C)CC3)c(C)cc2C)cc1
→ 8, 6.8%
Cc1cc2c(OCC(O)CNC(C)(C)C)cccc2[nH]1 (stereo not drawn)
→ /, 6.2%
Nc1nnc(SCC(=O)OCC(=O)c2ccccc2)s1
→ -6, -3.0%
COc1cc(OC)cc(C(=O)N[C@H](C(=O)NC23CC4CC(CC(C4)C2)C3)C(C)C)c1
→ /, 0.8%

Further compounds.
Second line of a record: Mtb RmlCD inh, GlmU inhibition
CCOC(=O)N1CCc2c(sc3ncn(Cc4ccc(F)cc4)c(=O)c23)C1
→ 3, 2.5%
Cc1nc(C)n(CC(=O)N2CCCC(C(=O)c3ccc(Cl)cc3C)C2)n1 (stereo not drawn)
→ 8, 0.3%
CCc1ccc(CN2C(=O)CCC2(C)C(=O)NC2CCCC2)cc1 (stereo not drawn)
→ /, -3.0%
Cc1cc(NC(=O)CC2(CC(=O)O)CCCC2)n(C)n1
→ 1, 3.8%
CC(C)=CCN1CCN(Cc2ccc(Sc3nncn3C)o2)CC1CCO (stereo not drawn)
→ 4, 0.1%
O=C(O)CCCC(=O)Nc1ccccc1Oc1ccccc1
→ 0, -4.6%
O=C(N/N=C\c1ccc(Cl)s1)c1cccs1
→ 9, -3.7%
NC(=O)CSc1nnc([C@@H](N)Cc2c[nH]c3ccccc23)o1
→ 7, 4.6%
COc1ccc(NC(=S)Nc2ccccc2SC)c(OC)c1
→ /, -6.3%
Cc1c(Cl)c([N+](=O)[O-])nn1CCCC(=O)N1CCN(c2ccccc2)CC1
→ -7, 0.4%
CCC(C)(C)n1nnnc1CN(Cc1cc2cc(OC)c(OC)cc2[nH]c1=O)C1CCCC1
→ -2, -4.8%
COc1ccc(CNC(=O)COC(=O)/C=C/c2cccc(Br)c2)cc1OC
→ 1, 4.9%
Cc1ccc(-n2c(CNc3cccc(Cl)c3)n[nH]c2=S)cc1
→ -11, 1.4%
Cc1ccc(CCNC(=O)NC(C)(C)C)cc1
→ /, 0.1%
CCOc1ccc2[nH]c(=O)c(CN(Cc3ccccc3OC)C(=O)c3ccccc3)cc2c1
→ /, 4.2%
Cc1cc(C)nc(N2CCC(C(=O)NCc3ccccc3)CC2)n1
→ /, 5.1%
Cc1cccc(N2CCN(C(=O)CC(NC(=O)c3ccccc3Cl)c3ccccc3)CC2)c1C (stereo not drawn)
→ 2, 0.7%
Cc1oc(C(C)(C)C)cc1C(=O)Nc1ccc(C(=O)O)cc1
→ 2, 1.9%
COc1ccc(C(=O)CCN2CCc3cc(OC)c(OC)cc3C2)cc1
→ 2, -6.0%
CCN(c1ccccc1)S(=O)(=O)c1ccc(C(=O)OC(C)C(=O)NCCC2=CCCCC2)cc1 (stereo not drawn)
→ -9, 1.6%
COC(=O)c1ccc(C2C(C(=O)OCC(C)C)=C(C)N=C3SCCC(=O)N32)cc1 (stereo not drawn)
→ 104, 1.4%
FC(F)(F)COc1ccc(-c2nnc(SCc3c(Cl)cccc3Cl)o2)cn1
→ /, 0.6%
COc1ccc(OC(=O)c2ccncc2)cc1
→ /, -1.6%
CC(C)CC(=O)N=Nc1c(O)[nH]c2ccccc12
→ -5, -0.3%
O=C(COc1nc2ccccc2nc1N1CCOCC1)Nc1ccc(S(=O)(=O)N2CCCC2)cc1
→ -11, -1.0%
Cc1ccc2cc(C#N)c(NCCNC(=O)C3CC3)nc2c1C
→ 5, /
CC1(C)Cc2ccccc2-c2nnc(-c3ccc4ccccc4n3)n21
→ /, 5.7%
CCCCN(C)C(=O)c1nc2ccccn2c1CNC1CCC1
→ -13, 1.5%
O=C(Nc1cccc(-c2nnc(-c3ccccc3)o2)c1)c1ccco1
→ /, -1.1%
C#CCCOC(=O)N1C2=NC(C(=O)OC)=C(C(=O)OC)[C@@H]3N(C)c4ccccc4[C@]23C[C@H]1CO
→ /, -0.8%
Cc1ccc(NC(=O)COC(=O)C(NS(=O)(=O)c2ccc(Cl)cc2)C(C)O)cc1 (stereo not drawn)
→ 18, 0.5%
COCc1cc(C)nc(N2CCc3ccccc32)c1C#N
→ /, 1.8%
CCCn1c(=O)c2ccccc2n2c(Sc3nnnn3-c3ccccc3)nnc12
→ /, 4.2%
CCOc1ccc(NC(=S)NNC(=O)CC(C)O)cc1 (stereo not drawn)
→ /, 1.9%
O=C1c2oc3ccccc3c(=O)c2C(c2cccnc2)N1CCCN1CCOCC1 (stereo not drawn)
→ /, -1.3%
CC1CC(=O)Nc2ccccc2N1C(=O)CN1CCN(C=O)CC1 (stereo not drawn)
→ 6, 1.4%
N#Cc1ccc(-c2ccc(F)cc2)nc1SCC(=O)Nc1sc2c(c1C#N)CCC2
→ /, 1.4%
CC(=O)NC1=NC(=O)CS1
→ /, 0.9%
O=C(CSc1nnc(-c2ccccc2Cl)o1)Nc1ccccn1
→ 11, -5.1%
CC(C(=O)NNS(=O)(=O)c1cccc(C(F)(F)F)c1)n1nnc(N2CCOCC2)n1 (stereo not drawn)
→ /, -5.2%
Cc1cc2ccccn2c1C(=O)c1nc(N2CCOCC2)ncc1Cl
→ 14, 3.9%
COc1ccc(-c2[nH]c(-c3cc(OC)c4c(c3)OCO4)nc2-c2ccccc2)cc1
→ 4, -5.5%
COC(=O)N1CCN(c2ccc(C)c(C)c2)CC1
→ -14, 1.7%
COc1cc(O)c(C(CCN2CCCCC2)c2cc(OC)c(OC)c(OC)c2)c(OC)c1 (stereo not drawn)
→ -9, 2.4%
O=c1cc(C23CC4CC(CC(C4)C2)C3)[nH][nH]1
→ /, -2.0%
Cc1nc2ccc(NC(=O)c3ccc(Cl)c(NC(=O)c4cccs4)c3)cc2s1
→ 3, 6.8%
CCNC(=O)COC(=O)c1cc(-c2ccco2)nc2ccccc12
→ 7, 2.9%
Cn1nnnc1SCC(=O)Nc1ccccc1N1CCOCC1
→ /, -4.6%
CC(=O)N/C(=C\c1ccccc1)C(=O)N1CCOCC1
→ 1, 0.8%
CN1CCN(C(=O)CN(Cc2ccccc2)S(C)(=O)=O)CC1
→ /, -1.6%
Cc1nnc(SCc2ccccc2CSc2nnc(C)s2)s1
→ 1, -2.9%
NC(=O)C1CCN(Cc2nc(-c3cccs3)no2)CC1
→ 7, 8.1%
COc1ccc2c(c1)c1ncn(CCN3CCCC3)c(=O)c1n2C
→ /, 0.4%
COc1ccccc1NC(=O)C(C/C=C(\C)Cl)C(C)=O (stereo not drawn)
→ /, 0.1%
CN1C(=O)c2cccc(NC(=O)C3CCCCC3)c2C1=O
→ 4, -0.1%
CCCCCCCC(=O)N1c2ccccc2NC(=O)C1CC(=O)Nc1ccc(C(=O)O)cc1 (stereo not drawn)
→ ?, -1.1%
CCN(CC)CCN1C(=O)C(O)=C(C(=O)c2cc3cccc(OC)c3o2)C1c1cccs1 (stereo not drawn)
→ -8, -6.8%
O=C(CN(Cc1cccs1)C(=O)CSc1nnc(COc2ccccc2)o1)NC1CCCC1
→ -4, 5.0%
C/C(=N\NC(=O)c1cnccn1)c1ccc([N+](=O)[O-])cc1
→ -9, 0.3%
CCOC(=O)C1CCN(C(=S)Nc2cccc(C)c2)CC1
→ -8, 4.5%

Going on with the list.
Second line of a record: Mtb RmlCD inh, GlmU inhibition
O=C(Nc1ccc(S(=O)(=O)N2CCc3ccccc3C2)cc1)c1ccccc1
→ 6, 0.9%
COC(=O)c1c(NC(=O)C2CCCO2)sc2c1CCC2 (stereo not drawn)
→ 10, -3.2%
CC(C)c1nnc(NC(=O)CSc2nnc(-c3ccco3)o2)s1
→ /, 3.0%
COc1ccc(CNC(=O)CSc2n[nH]c(C)c2[N+](=O)[O-])cc1
→ 2, -0.3%
O=C(NN=C1CCCC1)c1sc2ccccc2c1Cl
→ 6, 1.0%
Cc1cc(C)cc(NC(=O)C(=O)NCc2ccccn2)c1
→ -5, -3.6%
COc1cccc2cc(C(=O)NCc3ccccn3)c(=O)oc12
→ -8, -2.5%
CCC(=O)c1ccc(OCC(O)CN2C(=O)NC(C)(C)C2=O)cc1 (stereo not drawn)
→ -5, 3.2%
Cc1cc(C)cc(NC(=O)C(OC(=O)c2cccs2)c2ccccc2)c1 (stereo not drawn)
→ -6, -7.7%
C[C@@H]1CN(C(=O)c2nc3ccc(Cl)cn3c2CN2CCc3sccc3C2)C[C@H](C)O1
→ 12, 8.5%
Cc1ccc(N2CC(C(=O)NCc3ccc4c(c3)OCO4)CC2=O)cc1C (stereo not drawn)
→ -2, 9.4%
COCc1cc(C)[nH]c(=O)c1C(=O)NC12CC3CC(CC(C3)C1)C2
→ -1, 0.3%
Cc1c(Cl)c([N+](=O)[O-])nn1CC(=O)NCc1cccs1
→ /, 0.1%
CN(Cc1ccccc1)Cc1nc2scc(-c3ccccc3)c2c(=O)[nH]1
→ -18, -2.3%
Cn1c2c(c(=O)n(C)c1=O)C(NS(=O)(=O)c1ccccc1)(C(F)(F)F)C(=O)N2 (stereo not drawn)
→ 7, 2.0%
Cc1ccc(NS(=O)(=O)c2ccc(NC(=O)C3CCCO3)cc2)cc1 (stereo not drawn)
→ -6, 5.8%
CCCCOc1ncnc2c1[nH]c1ccc(OCC)cc12
→ 10, 0.5%
COc1cc(Nc2nc(SCC#N)nc3ccccc23)cc(OC)c1OC
→ -9, 6.0%
CCn1cnc2sc(C(=O)Nc3ccccc3OC)c(C)c2c1=O
→ 9, 2.5%
O=C1CCC(C(=O)NCCN2C(=O)S/C(=C\c3cccnc3)C2=O)=NN1
→ 11, -5.5%
CCCCSC(=S)N(C)C1CCS(=O)(=O)C1 (stereo not drawn)
→ -5, 1.7%

Not all compounds are listed, so the mix of outcomes need not match the whole.
